High-throughput results as filed in PubChem.
MITF primary – human MITF inhibition, primary screen | hit rate 0.91% among 650,000 | AID 1259374 | AlphaScreen MITF homodimerization, bead proximity signal | inhibition, % at 2.6 µM | O75030; in the data active = inhibition above about 50%;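 also: 0% = vehicle wells with protein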
FBW7 act – activators of human E3 ligase FBW7. Q969H0. normalized activity (activation), % at 26.1 µM. AlphaScreen FBW7–phospho-cyclin E peptide binding, activator screen. hit rate 0.13% among 650,000; in the data active = normalized activity above about 1.9%;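 also: purified mutant Fbw7 with reduced substrate affinity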
Target sequence (Q969H0 whole entry, looked up): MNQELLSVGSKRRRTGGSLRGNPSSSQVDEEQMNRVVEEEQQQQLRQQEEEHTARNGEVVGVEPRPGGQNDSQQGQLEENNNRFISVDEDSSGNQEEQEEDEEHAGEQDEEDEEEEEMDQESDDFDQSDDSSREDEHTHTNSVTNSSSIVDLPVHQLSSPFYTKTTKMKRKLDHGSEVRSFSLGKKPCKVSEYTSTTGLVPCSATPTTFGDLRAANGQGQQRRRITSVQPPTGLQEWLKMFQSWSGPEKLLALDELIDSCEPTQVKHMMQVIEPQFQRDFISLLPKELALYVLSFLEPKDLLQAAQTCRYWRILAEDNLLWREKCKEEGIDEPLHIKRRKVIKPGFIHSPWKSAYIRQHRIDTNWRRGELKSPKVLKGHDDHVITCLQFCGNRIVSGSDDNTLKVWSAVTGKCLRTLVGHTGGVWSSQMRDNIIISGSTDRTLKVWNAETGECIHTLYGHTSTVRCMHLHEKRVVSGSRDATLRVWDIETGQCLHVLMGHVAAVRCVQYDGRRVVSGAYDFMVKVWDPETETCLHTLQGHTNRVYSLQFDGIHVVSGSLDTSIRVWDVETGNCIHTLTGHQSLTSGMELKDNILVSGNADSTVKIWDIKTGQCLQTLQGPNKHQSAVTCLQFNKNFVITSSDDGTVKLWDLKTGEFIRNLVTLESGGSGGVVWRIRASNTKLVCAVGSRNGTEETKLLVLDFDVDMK
GPR151 activ – activators of human GPR151. Q8TDV0. PathHunter beta-arrestin GPR151 cells, luminescence. activation, % at 11.2 µM. hit rate 1% among 650,000; in the data active = activation above about 4.9%;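 also: 0% = median of compound wells and 100% = cells with positive control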
Target sequence (Q8TDV0 whole entry, looked up): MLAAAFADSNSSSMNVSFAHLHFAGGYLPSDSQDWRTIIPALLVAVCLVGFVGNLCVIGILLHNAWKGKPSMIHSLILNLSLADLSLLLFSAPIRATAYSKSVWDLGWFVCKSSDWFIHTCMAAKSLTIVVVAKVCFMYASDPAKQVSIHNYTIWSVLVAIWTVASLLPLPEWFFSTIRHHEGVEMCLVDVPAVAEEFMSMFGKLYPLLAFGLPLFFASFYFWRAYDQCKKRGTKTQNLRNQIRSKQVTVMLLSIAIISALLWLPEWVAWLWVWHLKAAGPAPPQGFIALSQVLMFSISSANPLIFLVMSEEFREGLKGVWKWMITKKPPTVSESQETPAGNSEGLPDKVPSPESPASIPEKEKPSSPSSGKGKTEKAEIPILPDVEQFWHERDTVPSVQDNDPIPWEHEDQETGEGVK
TEAD-YAP block – TEAD-YAP interaction inhibition; HEK-TIYL cells, TEAD-Gal4/YAP UAS-luciferase luminescence; hit rate 1.4% among 640,000; inhibition, % at 9.12 µM; AID 1259422; in the data active = inhibition above about 32%;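 also: 0% = median of test compound wells and 100% = reference inhibitor wells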
Active calls of the source: *; & = joins results of further samples.

The opening 2 records (preview)
Results follow in this order: GPR151 activ | FBW7 act | TEAD-YAP block | MITF primary
COc1ccc(CNC(=O)CCS(=O)(=O)c2ccc(Br)cc2)cc1
  1.1 | -0.4 | -5 | -3
COC(=O)C(CCSC)NC(=O)c1cc2c(=O)oc3ccc(C)cc3c2s1 (centres undefined)
  0.2 | 0.2 | 5 | 7

This part in full, from the first entry:
Results follow in this order: GPR151 activ | FBW7 act | TEAD-YAP block | MITF primary
COc1ccc(CNC(=O)CCS(=O)(=O)c2ccc(Br)cc2)cc1
  1.1 | -0.4 | -5 | -3
COC(=O)C(CCSC)NC(=O)c1cc2c(=O)oc3ccc(C)cc3c2s1 (centres undefined)
  0.2 | 0.2 | 5 | 7
Cc1cccc(Nc2nc3ccccc3n3cnnc23)c1
  0.0 | 0.9 | -3 | 0
CC(C)Cc1ccc(C#N)c(SCc2nnc(-c3ccccc3)o2)n1
  -0.9 | 0.2 | -12 | 8
CC12CC(NC(=O)N1c1cccc(F)c1)c1cc([N+](=O)[O-])ccc1O2 (centres undefined)
  -0.6 | -0.2 | 6 | -4
COc1ccc(CCN2C(=O)C3C(C(=O)Nc4cccc(SC)c4)C4C=CC3(O4)C2C(=O)NC2CCCCC2)cc1OC (centres undefined)
  0.1 | 0.0 | 8 | -9
CCOc1ccc2nc(N3CCCC(C(=O)Nc4ccccc4C(=O)OC)C3)sc2c1 (centres undefined)
  0.0 | 0.1 | -1 | 3
CCOC(=O)c1c(NC(=O)CSc2nnc(-c3ccncc3)o2)sc(C)c1C
  -1.4 | 0.0 | -1 | 9
O=C(Cn1cnc2c(cnn2-c2ccccc2)c1=O)Nc1ccc(Br)cc1F
  1.0 | -0.2 | 19 | -3
CCC(=O)Nc1nc(C)c(C(=O)N2CCCCC2)s1
  -1.3 | 0.2 | 2 | 9
Cc1ccc(NC(=O)CN2CCN(CCN=CC3=C(O)CC(C)(C)CC3=O)CC2)cc1
  0.7&0.0 | 0.0&0.0 | 4&-1 | -7&-7
Cc1cc(NC(=O)CC(C)(C)C)nc2c1c(=O)oc1ccccc12
  -0.4 | 0.1 | 11 | 2
Cc1ccc(-c2nc(C=Nc3ccc(F)cc3)c(O)o2)cc1
  -0.1 | -0.1 | 7 | 5
CCCCN1C(=O)c2ccccc2N2C(=O)CCC12C(=O)O (centres undefined)
  2.1 | 0.2 | 3 | 7
Cn1nc([N+](=O)[O-])c(C(C#N)c2nc3ccccc3n2Cc2ccccc2)c(Cl)c1=O (centres undefined)
  4.1 | -0.2 | 21 | 5
CC1CN(C(=S)NC(=O)C(C)(C)C)CC(C)O1 (centres undefined)
  7.3* | -0.1 | -2 | -4
COc1ccc(-n2ncc3c(Nc4ccc(OC)c(Cl)c4)ncnc32)cc1
  0.4 | 0.0 | 54* | -17
Cc1nn(-c2ccccc2)c2[nH]cc(C(=O)NCc3ccccc3)c(=O)c12
  4.7 | 0.0 | 8 | 4
O=C(NCc1ccccc1)/C(=C/c1cn(-c2ccccc2)nc1-c1ccc(F)cc1)NC(=O)c1ccc(Cl)cc1Cl
  1.3 | 0.0 | -8 | -4
CN(C(=O)Cn1ncc2c(=O)oc3ccccc3c21)c1cccc(Cl)c1
  0.4 | -0.3 | 7 | 7

Part of the list above, as tab-separated lines.
SMILES	GPR151 activ	FBW7 act	TEAD-YAP block	MITF primary
CC12CC(NC(=O)N1c1cccc(F)c1)c1cc([N+](=O)[O-])ccc1O2 (centres undefined)	-0.6	-0.2	6	-4
COc1ccc(CCN2C(=O)C3C(C(=O)Nc4cccc(SC)c4)C4C=CC3(O4)C2C(=O)NC2CCCCC2)cc1OC (centres undefined)	0.1	0.0	8	-9
CCOc1ccc2nc(N3CCCC(C(=O)Nc4ccccc4C(=O)OC)C3)sc2c1 (centres undefined)	0.0	0.1	-1	3
CCOC(=O)c1c(NC(=O)CSc2nnc(-c3ccncc3)o2)sc(C)c1C	-1.4	0.0	-1	9

Ordered by SMILES length (rising): some entries from above.
Results follow in this order: GPR151 activ | FBW7 act | TEAD-YAP block | MITF primary
Cc1ccc(-c2nc(C=Nc3ccc(F)cc3)c(O)o2)cc1
  -0.1 | -0.1 | 7 | 5
CC(C)Cc1ccc(C#N)c(SCc2nnc(-c3ccccc3)o2)n1
  -0.9 | 0.2 | -12 | 8
Cn1nc([N+](=O)[O-])c(C(C#N)c2nc3ccccc3n2Cc2ccccc2)c(Cl)c1=O (centres undefined)
  4.1 | -0.2 | 21 | 5

The list goes on.
Results follow in this order: GPR151 activ | FBW7 act | TEAD-YAP block | MITF primary
CC[C@H](C)[C@H](NC(=O)C1CCN(c2nc(C)c3ccc(OC)cc3n2)CC1)C(=O)OC
  -2.1 | 1.1 | -7 | 9
COc1cc(C)c(C(C)C)cc1S(=O)(=O)N1CCCC1
  0.6 | 0.0 | 9 | 8
COc1ccc(-c2nc(C(N)=O)c3[nH]c(=O)n(-c4cccc(Cl)c4)c3n2)c(OC)c1
  0.8 | 0.7 | -7 | 7
Cc1cccc(NC(=O)Nc2ccccc2)c1C
  0.1 | 0.0 | -15 | -15
COC(=O)C1=C(C)NC2=C(C(=O)c3ccccc32)C1c1ccc(OC)cc1 (centres undefined)
  1.2 | -0.3 | 0 | 0
CC1(C)OC(=O)N(c2cccnc2)C1(C)O (centres undefined)
  -1.6 | 0.1 | 2 | 10
O=S(=O)(c1cccc2cccnc12)N1CCc2nc3ccc(Cl)cc3cc2C1
  1.5 | 0.0 | -9 | -1
Cc1cccc(-n2c(-c3ccco3)nn(CC(=O)NC(C)(C)C)c2=O)n1
  0.7 | 0.6 | 7 | 2
Cc1cc(=O)[nH]c2c1c(-c1ccccc1)nn2-c1ccccc1
  1.8 | 0.3 | 2 | 3
C=CCC(O)(CC=C)C(C)NC(=O)Cn1cc(NC(=O)CCOc2ccccc2)cn1 (centres undefined)
  0.3 | 0.0 | 4 | 0
CCOc1cc(Br)c(CNCCCN2CCOCC2)cc1OCC
  2.8 | 0.1 | 8 | 1
CC1CN(C(=O)C2CCN(S(=O)(=O)c3ccccc3[N+](=O)[O-])CC2)CC(C)O1 (centres undefined)
  -1.1 | 0.1 | -10 | -2
O=C(Nc1cc(Cl)ccc1O)c1cnn2c(C(F)(F)F)cc(-c3ccc(F)cc3)nc12
  0.3 | 0.1 | -3 | -5
COc1ccc(CCNc2cc(-c3cccc(N)c3)ncn2)cc1
  2.4 | 0.1 | 29 | 12
COC(=O)c1cn(NC(=O)c2ccc(C(C)(C)C)cc2)c(=O)c2ccccc12
  -0.1 | 0.2 | 15 | 7
Cc1ccc(NC(=O)c2sc3nc(C)cc(C(F)(F)F)c3c2N)nc1
  1.0 | 0.0 | -28 | -3
Cc1ccc(N2CC(C(=O)Nc3cccc(Br)c3)CC2=O)cc1C (centres undefined)
  -0.3 | 0.1 | 2 | -3
Cc1ccc(S(=O)(=O)N(CC(=O)Nc2ccccc2C(N)=O)c2ccccc2F)cc1
  -0.5 | 0.0 | 5 | 21
CC(C(=O)Nc1ccc(I)cc1)N(c1ccccc1)S(C)(=O)=O (centres undefined)
  0.3 | 0.1 | 12 | 11
CCOC(=O)c1c(NC(=O)/C=C/c2ccc(C)cc2)sc2c1CCCC2
  2.6 | -0.2 | -1 | -3

Next section.
Results follow in this order: GPR151 activ | FBW7 act | TEAD-YAP block | MITF primary
Cc1ccc(C(=O)CCC(=O)OCC(=O)c2cccc(I)c2)cc1
  0.0 | 0.0 | 3 | 5
Cc1[nH]nc2c1C(c1cccc([N+](=O)[O-])c1)C(C#N)=C(N)O2 (centres undefined)
  -1.2 | -0.1 | -2 | 1
O=C(/C=C/c1ccc(Cl)cc1Cl)Nc1cc2ccccc2oc1=O
  1.8 | 0.7 | 1 | 15
CC(CCc1ccccc1)N1C(=O)C2C(C(=O)Nc3cccc(Cl)c3)C3C=CC2(O3)C1C(=O)NC1CCCCC1 (centres undefined)
  -1.2 | -0.1 | 7 | 3
CC(C)N(CCNc1nc(-c2ccc(N3CCN(C)CC3)cc2)nc2c1ncn2-c1ccccc1)C(C)C
  0.4 | -0.1 | 8 | 19
Cc1ccccc1CSc1ncc(C(=O)Nc2ccc(F)cc2)c(=O)n1C
  -0.2 | -0.1 | 7 | 3
COc1cc(C2c3c(oc4ccc(C)cc4c3=O)C(=O)N2CCCN(C)C)ccc1O (centres undefined)
  2.7 | -0.2 | -9 | -8
CC(=O)C1=C(O)C(=O)N(c2ccc(C(=O)O)cc2)C1c1ccc([N+](=O)[O-])cc1 (centres undefined)
  4.0 | -0.1 | -15 | -1
CC(=O)Nc1ccc(OCC(O)CN2CCN(CCO)CC2)cc1 (centres undefined)
  0.1 | 0.1 | -3 | -10
CCCCc1nnc(NC(=O)CCC)s1
  0.6 | 0.0 | -6 | 9
O=C1ON=C(c2ccccc2)/C1=C\c1ccc(OCc2ccccc2)cc1
  -3.6 | -0.1 | -13 | 42
CC(=O)C1=C(O)CC(C)(C)CC1=Nc1ccccc1N
  -11 | -0.1 | -52 | 8
Cc1noc(C)c1C(=O)OC(C)C(=O)c1ccc(C(C)(C)C)cc1 (centres undefined)
  -2.2 | 1.1 | 2 | 10
CN(C)c1ncc(CN2CCC(CO)(CCOc3ccccc3)CC2)s1
  2.7 | 0.0 | 6 | 4
O=C(Cn1nc(-c2ccccc2)c2ccccc2c1=O)Nc1ccc(O)cc1
  1.3 | -0.1 | 9 | 10
CCOc1cc2c(cc1OCC)C(c1cccc(Oc3ccccc3)c1)NCC2 (centres undefined)
  -1.2 | 0.2 | -1 | 24
Cc1cc(NC(=O)Nc2ccc3c(c2)OCO3)no1
  -0.3 | -0.1 | -26 | 14
CCc1cccc(NC(=O)CCS(=O)(=O)c2ccc3c(c2)CC(C)N3C(=O)C2CC2)c1 (centres undefined)
  6.2* | 0.0 | 12 | 8
CC1(C2CCN(Cc3ccc(F)cc3)CC2)NC(=O)NC1=O (centres undefined)
  0.9 | 0.0 | 6 | 6
CNC(=O)C1=C(C)NC(=S)NC1c1ccc(Cl)cc1Cl (centres undefined)
  1.3 | 0.1 | -1 | -15

(cont.)
Results follow in this order: GPR151 activ | FBW7 act | TEAD-YAP block | MITF primary
Nc1ccc(C2=CCCc3nonc32)c2nonc12
  -1.0 | 0.4 | -1 | 16
O=C(OCC1OC(n2cnc3c(=S)nc[nH]c32)C(OC(=O)c2ccccc2)C1OC(=O)c1ccccc1)c1ccccc1 (centres undefined)
  1.2 | -0.1 | -6 | 2
Nc1ncnc2nc(SCC(=O)N3CCCC3)[nH]c12
  0.7 | 0.1 | 6 | 1
COC(=O)C1=C(C(=O)c2ccc(C)cc2)C(c2ccc(Cl)cc2)n2nnnc2N1 (centres undefined)
  -1.6 | 0.5 | 13 | 13
O=C1c2ccccc2C(=O)C1(Cc1ccccc1F)c1ccc(Cl)cc1
  0.2 | 0.0 | 4 | 3
CC(C)CCNC(=O)NC(=O)COc1ccccc1C#N
  0.1 | -0.2 | -10 | -6
COc1cc(C(=O)N2CCN(Cc3ccccc3C(F)(F)F)CC2)cc(OC)c1OC
  12* | -0.4 | 6 | 59*
Cc1ccc(C2SCC(=O)N2c2ccc(Oc3ccc(Cl)cc3)cc2)cc1 (centres undefined)
  -0.3 | -0.1 | 5 | 2
CCOC(=O)CC(=O)N1CCc2nc(-c3ccccc3)nc(N3CCCC3)c2C1
  -0.5 | 0.4 | -2 | 5
CCCOc1ccc(C2(C)NC(=O)N(C)C2=O)cc1 (centres undefined)
  0.8 | 0.1 | 0 | -3
O=C(CCC1(Cc2ccc3c(c2)OCO3)CCC(=O)N1)NCc1ccsc1 (centres undefined)
  1.0 | -0.1 | -2 | -11
CCOc1cc(CO)ccc1OCC(=O)N1CCCCC1
  1.2 | 0.0 | 6 | 7
CCN(c1cccc(C)c1)S(=O)(=O)c1cc(C(=O)OC)n(C)c1
  1.0 | -0.2 | 3 | -4
COc1cc(C2Nc3ccc4ncccc4c3C3=C2C(=O)CCC3)ccc1OC(C)=O (centres undefined)
  0.4 | -0.1 | 52* | -3
CCc1ccccc1NC(=O)CSc1nc2ccccc2n1CC(=O)N(C)C
  -0.6 | -0.1 | 1 | -1
CCNc1nc(N2CCCCC2)nc(-n2nnc(C(C)=O)c2C)n1
  1.6 | 0.1 | 8 | -13
CCOC(=O)c1nc(Nc2ccc(F)c(Cl)c2)c2ccccc2n1
  3.4 | 0.5 | -12 | 5
CC(C)(C)c1ccc(C(=O)NNC(=O)C(=O)NC2CCCCC2)cc1
  -0.7 | 0.1 | -6 | -1
CCOC(=O)C1=C(CN2CCc3ccccc32)NC(=O)NC1c1ccccc1 (centres undefined)
  -0.8 | 0.1 | 8 | 18
COc1cc(OC)cc(C(=O)Nc2sc3c(c2C(N)=O)CCCCCC3)c1
  -0.7 | -0.1 | 3 | -8

Continuation:
Results follow in this order: GPR151 activ | FBW7 act | TEAD-YAP block | MITF primary
O=C(CCCNc1ccccc1)N/N=C/c1ccco1
  -0.9 | 0.0 | -10 | 18
COc1ccccc1C(=O)Nc1ccc2c(c1)N(S(=O)(=O)c1ccccc1)CCC2
  -0.5 | 0.1 | -6 | -3
C=CCNCC(O)COc1ccc(C(C)=O)cc1OC (centres undefined)
  0.0 | -0.1 | 7 | 29
CCC12CN3CC(CC)(CN(C1)C3c1ccccc1O)C2=O (centres undefined)
  1.2 | 0.4 | 7 | 17
Cc1cc(C(=O)COC(=O)C2COc3ccccc3O2)c(C)n1CC1CCCO1 (centres undefined)
  -0.9 | 0.0 | -8 | -10
COc1cccc2cc(C(N)=O)c(=Nc3cccc(/C=C/C(=O)O)c3)oc12
  0.1 | -0.2 | 2 | 6
COc1ccccc1NS(=O)(=O)c1ccc(C(C)(C)C)cc1
  0.3 | 0.2 | -9 | 10
CCC(C(=O)NCCCOC)n1c2ccccc2c2nc(=O)cc(C)n21 (centres undefined)
  -2.0 | 0.2 | 0 | 5
C/C=C(\C)CN1C[C@H](Sc2ccccn2)C[C@H]1C(=O)N(C)C
  2.6 | -0.1 | 5 | 3
COc1ccc(CCc2nc(-c3nonc3N)no2)cc1
  -1.7 | 0.0 | -22 | 7
